# Screens: PubChem, Broad Institute
# GSIS activator – primary screen for activators of insulin secretion dependent on glucose, INS-1E cells, GLuc reporter luminescence; INS-1E GLuc reporter insulin secretion, 2-3 h; activation, % at 16.6 µM; 370,000 compounds, 0.61% hits;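 active means lowest replicate activation of at least 40%, so every replicate reaches that level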;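 further: 0% = median of neutral control wells and 100% = median of IBMX positive control wells; some compounds called inactive have numbers as strong as hits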
# FN deposition inh – fibronectin deposition inhibition | AH1F fibroblasts, Alexa488-fibronectin deposition fluorescence, overnight | 350,000 compounds, 0.086% hits | inhibition, % at 12.6 µM;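 active means mean inhibition across replicates of 30% or more, regardless of how many single replicates reach that level; inconclusive means mean under 30% yet at least half of replicates reach 30%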;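 further: positive control wells lacked labelled fibronectin entirely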
#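 Assay system: AH1F fibroblasts / Quantity: 10000 cells per well / Medium: DMEM plus 2% serum, read in PBS / Reagent: labelled fibronectin 24 nM / Dosing: single dose, pinned / Times: 1 h cell attachment, overnight exposure to compound and label / Signal: fluorescence, ex 485 nm, em 525 nm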
# PAX8 inh HTS – lowers PAX8-driven luciferase in RMG-I cells. AID 652154. RMG-I TPO-luciferase reporter, SteadyGlo, 24 h. inhibition, % at 12.6 µM. 360,000 compounds, 1.2% hits;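 active means mean replicate inhibition at least 60% with every replicate also reaching 60%; inconclusive means only one of the two criteria is met; inactive means mean below 60% and not all replicates reaching 60%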;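 further: luciferase light reporting Pax8 driven TPO promoter activity; plate controls were median of neutral control wells for no effect and mitoxantrone controls for full effect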
# DENV2 CPE – inhibitors of DENV2 cytopathic effect | DENV2-infected cells, cytopathic effect rescue, plate reader | CPE inhibition, % at 9.99 µM | 350,000 compounds, 1.7% hits | AID 651640; in the data active means CPE inhibition above about 20%, passing the limit was not always enough; inconclusive means no clear call, values can overlap the other calls; tested in BHK-21 cells;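 further: 0% = median of neutral control wells and 100% = median of positive control wells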
# EWS-Fli block – inhibitors of EWS/Fli oncoprotein transcriptional activity. 350,000 compounds, 0.67% hits. AID 651661. A673 NR0B1-luciferase reporter, viability-normalised. inhibition, % at 12.6 µM;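 active means mean inhibition of at least 50% after viability correction, with every replicate also passing that limit; inconclusive means mean reaches 50% but only one of two replicates passes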;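 further: firefly luciferase signal divided by Alamar Blue viability fluorescence both relative to DMSO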
# F508del corr – CFTR F508del correction in bronchial cells; CFBE cells, YFP halide quenching; stimulated with forskolin plus potentiator P3; % fluorescence drop versus neutral controls; activity (quench increase), % at 7.58 µM; 350,000 compounds, 0.36% hits; AID 720511;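 active means mean added fluorescence quench of at least 8% versus neutral control, with both replicates also reaching 8%; inconclusive means only one of the mean or replicate conditions met; inactive means mean below 8% and not both replicates reaching 8%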;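 further: cells transiently co-express mutant CFTR-F508del with the halide-sensitive YFP; corrector assay measuring rescue of mutant channel to the surface after 24 h compound exposure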
# miR122 inh – miR-122 inhibition in Huh7 cells | Huh7 miR-122 Renilla luciferase sensor, 48 h; neutral wells = 0, positive control = 100 | activation (reporter increase), % at 12.5 µM | 340,000 compounds, 0.3% hits;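 active means mean replicate activation score at least 90 and every replicate individually at or above 90; inconclusive means only one of the two criteria met; inactive means neither criterion met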;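 further: higher luciferase means less miR-122 activity so hits act as miR-122 inhibitors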
# Numbers without * were called inactive; ? = inconclusive; · = no result given; & = joins results of further samples; [ ] = dose if it differs, or a comment. This is a random part of the collection; any-hit rate near 3.9%.
SMILES,GSIS activator,FN deposition inh,PAX8 inh HTS,DENV2 CPE,EWS-Fli block,F508del corr,miR122 inh
COc1ccc(N(CC(=O)N/N=C(\C)CCc2ccccc2)S(=O)(=O)c2ccc(C)cc2)cc1,6,6,-6,1,7,-0.2,-16
CNC[C@@H]1Oc2c(NC(=O)Nc3ccc(F)cc3)cccc2C(=O)N([C@@H](C)CO)C[C@@H]1C,21,·,-24,0,6,0.4,11[16.7 µM]
COCCNc1nc(NCC2CCCCC2)c2sc(-c3ccccc3)cc2n1,·,-4,51,14,34,1.2,-4
Cc1ccccc1CCNC(=O)Cn1nc(C)c2c(C)n(-c3ccccc3)nc2c1=O,5,10,24,2,·,3.7,-5
O=C(C[C@H]1C=C[C@H](NC(=O)Nc2cc(F)ccc2F)[C@H](CO)O1)NCc1ccccn1,12,·,-24,?,0,2.0,·
COCCn1c(-c2ccc(OC)cc2)cnc1SCC(=O)Nc1ccc(OC)cc1OC,-17,5,-2,4,20,·,·
C[C@H](CO)N1C[C@H](C)[C@H](CN(C)Cc2cccc(C(F)(F)F)c2)Oc2ncc(-c3cc4ccccc4o3)cc2C1=O,-13,·,·,1,16,0.7,-8[16.7 µM]
Cc1ccccc1-c1ccc2c(c1)O[C@@H](CN(C)C(=O)Nc1ccc(F)cc1)[C@H](C)CN([C@H](C)CO)S2(=O)=O,-25,·,18,2,13,3.8,28[16.7 µM]
C[C@H](CO)N1C[C@H](C)[C@@H](CN(C)Cc2ccccn2)Oc2cc(-c3ccncc3)ccc2S1(=O)=O,21,·,13,17,-6,-0.1,14[16.7 µM]
Cc1ccc(S(=O)(=O)NN=C2C3CC4CC(C3)CC2C4)cc1[N+](=O)[O-],11,-2,-31,·,·,·,·
O=C(OCC(=O)N1CCOCC1)c1ccc2c(c1)OCCO2,-5,-5,-35,·,·,·,-8
COC(=O)Cc1csc(N)n1,·,-4,-3,·,·,·,-5&-3
CS(=O)(=O)Cc1ccc(C(=O)NC(c2ccccc2)c2ccccc2)cc1,8,3,-6,3,15,-3.5,·
COc1cccc(CSCC(=O)NCCc2ccccc2)c1OC,11,4,-186,?,1,-6.6,·
Cn1cc([N+](=O)[O-])c(C(=O)N/N=C\c2c[nH]c3ccccc23)n1,0,6,31,·,9,-0.5,-11
COc1ccc(NC2=CC(=O)CC(C)(C)C2)cc1OC,-7,·,·,-2,13,0.1,1
CCC1COCCS(=O)(=O)N1Cc1ccc(Cl)cc1 (stereo not given),-4,-12,5,-6,-7,2.9,4
Cc1cc(C)c(C)c(S(=O)(=O)N2CCN(C(=O)CCC(=O)N3CCOCC3)CC2)c1C,6,9,-6,4,5,-0.7,4
CCOC(=O)CSc1nc2c([nH]c3ccccc32)c(=O)n1C,·,1,-13,·,·,·,4
COCC(C)n1c(SCC(=O)N2CCCCC2)nc2ccccc2c1=O (stereo not given),·,1,12,·,·,·,-3
Cc1ccc(F)c(S(=O)(=O)NC(=O)C2(C)CCN2C(=O)c2ccco2)c1 (stereo not given),-12,-2,10,3,0,2.5,4
CCC(=C(c1ccc(OC)cc1)c1ccc(OC)cc1)c1cn(CC(O)CN2CCN(C)CC2)c2ccccc12 (stereo not given),21,·,-3,·,·,·,-5
O=S1(=O)CC(N2CCN(CCO)CC2)CN1Cc1cn(Cc2ccccc2C(F)(F)F)nn1 (stereo not given),·,2,-7,10,3,-1.2,-6
S=c1[nH]nc(COc2cccc(Cl)c2)n1Cc1ccccc1,-2,·,-33,-8,10,1.3,-1
O=C(O)CCC(NS(=O)(=O)c1ccc(-c2ccccc2)cc1)C(=O)O (stereo not given),·,-2,-6,·,·,·,1
C[C@@H]1CN([C@H](C)CO)C(=O)c2cccc(NC(=O)c3cnccn3)c2O[C@H]1CN(C)C(=O)Nc1ccc2c(c1)OCO2,16,12,·,-3,0,-5.8,0[16.7 µM]
O=C(C[C@@H]1CC[C@H]2[C@@H](COC[C@@H](O)CN2C(=O)Nc2cc(Cl)cc(Cl)c2)O1)N1CCCCC1,-4,-11,-15,2,2,-1.5,-11[16.7 µM]
COc1ccc(Oc2ccc(C(F)(F)F)cc2NC(=O)c2ccc(C)cc2)cc1,3,7,19,-3,6,0.6,-2
CO[C@H]1CN(C)C(=O)c2ccc(NC(=O)Cc3ccccc3)cc2OC[C@@H](C)NC[C@@H]1C,-1,9,-6,1,-3,2.3,3[16.7 µM]
Cc1nc(Nc2cccc(F)c2)c2oc3ccccc3c2n1,21,14,4,-2,-14,-1.1,6
CC1(C)O[C@@H]2C[C@H]3[C@@H]4CCC5=CC(=O)CC[C@]5(C)[C@@]4(F)[C@@H](O)C[C@]3(C)[C@]2(C(=O)CCl)O1,·,-4,9,-6,6,2.4,0
Cc1cc(C)c(S(=O)(=O)N2CCc3ccccc32)c(C)c1,-3,-2,9,6,2,0.2,15
CNC[C@H]1Oc2ccc(NC(=O)Nc3ccc4c(c3)OCO4)cc2C(=O)N([C@H](C)CO)C[C@H]1C,2,·,-9,·,-10,1.0,-3[16.7 µM]
CC(C)(C)C(=O)NC(=O)Nc1ccccc1C(F)(F)F,·,2,1,-2,-1,-1.0,·
CC(C)(C)OC(=O)N/N=C\c1ccc[nH]1,18,-14,-54,9,-7,-2.1,-1
COc1ccc(NC(=O)c2sccc2C)cn1,14,4,-49,-2,-57,2.2,-5
COc1ccc(/C=N/Nc2cn[nH]c(=O)c2Cl)cc1,3,·,-127,-3,-21,·,·
CCCCC[C@H](C)N1C[C@@H](COCc2ccccc2)Oc2cc(N3CCC[C@H]3CO)ccc2S1(=O)=O,-12,-18,5,-4,0,-0.7,·
CCOc1ccc(/C=N/NC(=O)Cn2ccnc2C)cc1,2,6,-6,2,6,-21,3
Cc1cnc(=O)[nH]c1SCc1ccccc1F,4,-3,-7,0,0,-1.9,3
COCC(=O)N(C)C[C@@H]1Oc2cc(-c3ccccc3)ccc2S(=O)(=O)N([C@@H](C)CO)C[C@H]1C,1,·,6,8,-8,-1.1,-2[16.7 µM]
Cc1noc(C)c1C(=O)N(C)C[C@H]1OCc2ccccc2-c2ccccc2C(=O)N([C@H](C)CO)C[C@@H]1C,12,-20,-20,4,-5,-0.9,·
COc1ccccc1-c1ccc2c(c1)O[C@@H](CN(C)C(=O)c1ccncc1)[C@H](C)CN([C@@H](C)CO)S2(=O)=O,-3&-5,·,-13&0&-2,?,7&-3&1,-0.9&0.2&2.7,11
COC(=O)c1cc(N=Nc2c(C)[nH]c3ccccc23)cc(C(=O)OC)c1,31,-3,10,-4,8,0.6,0
O=C(Nc1ccc(F)cc1)N1CCCCN2[C@@H](CO)[C@H](c3ccc(C#Cc4ccccc4)cc3)[C@@H]2C1,-28,-6,70*,16,60*,3.1,-24[16.7 µM]
CCOc1ccc(/C=C(\C(=O)O)c2ccc(S(=O)(=O)N3CCCCC3)s2)cc1OC,67,-4,8,1,18,-1.5,-1
O=C(Cc1cccs1)NCCc1cn2ccccc2n1,·,6,1,5,-1,-1.4,1
CN(C)C1CCN(C(=O)c2cccc(OC3CCN(S(=O)(=O)N(C)C)CC3)c2)C1 (stereo not given),9,·,1,?,9,0.2,-4
CCc1cc(C(=O)OCC(=O)NCCc2ccccc2)sc1C,·,1,17,13,-9,-0.4,-2
C[C@@H]1CN([C@@H](C)CO)C(=O)Cc2cc(NC(=O)CCCCCC(=O)Nc3ccccc3N)ccc2O[C@@H]1CN(C)Cc1ccc(Cl)c(Cl)c1,-1,·,70*,11,44,1.6,-13[16.7 µM]

# Other compounds follow.
SMILES,GSIS activator,FN deposition inh,PAX8 inh HTS,DENV2 CPE,EWS-Fli block,F508del corr,miR122 inh
Cc1cc(C)c(S(=O)(=O)N2CCN(CCO)CC2)c(C)c1,-2,-1,-3,5,8,1.7,5
COC(=O)c1ccccc1NC(=S)NC(=O)C1CCCCC1,10,-2,2,·,·,·,·
O=[N+]([O-])c1ccc(/C=C/c2ccc3ccccc3n2)cc1,6,7,-19,1,59*,-1.2,-8
CC(NC(=O)NCCCn1ccnc1)(C(F)(F)F)C(F)(F)F,·,-10,-1,·,·,·,2
COc1ccccc1/C=C1\SC(=O)N(CC(=O)NCCCn2ccnc2)C1=O,8,7,11,-2,5,-4.3,5
O=C(CSc1nnc(COc2ccccc2Cl)o1)NC(=O)NC1CCCC1,-20,·,·,-5,6,-2.5,2
CCOC(=O)CCCCC(=O)c1[nH]c(=O)[nH]c1CSc1nc(-c2ccccc2)c(C#N)c(=O)[nH]1,9,·,·,-2,-7,0.0,1
COc1ccc(-n2c3c(cc(C(=O)NNc4ccccc4C)c2=O)C(=O)CC(C)(C)C3)cc1,-6,-15,8,1,8,-0.4,0
O=C(OCc1cc(-c2ccccc2)no1)c1ccc2ccccc2n1,·,-8,-15,·,·,·,-6
NNC(=O)C(Cc1cnc[nH]1)NC(=O)OCc1ccccc1 (stereo not given),8,5,-15,-4,7,-1.7,5
O=C(C[C@@H]1C[C@@H]2c3cc(NC(=O)C4CCOCC4)ccc3O[C@@H]2[C@H](CO)O1)NCc1ccncc1,3,-25,-19,1,0,-2.0,-2[16.7 µM]
COc1ccc(C(=O)OCc2c(-c3ccccc3)ncc3ccccc23)cc1,7,-3,-18,2,-5,-0.4,-6
Cn1c(=O)cc(SCC(=O)N2CCOCC2)c2ccc(Cl)cc21,·,-13,-16,·,·,·,-5
O=C(C1=NN(c2ccccc2)C2C(=O)N(c3ccccc3Cl)C(=O)C12)c1ccccc1 (stereo not given),-25,·,-4,·,·,·,0
Cc1oc2c(F)c(F)c(F)c(F)c2c1S(=O)(=O)Nc1cccc(C(F)(F)F)c1,-30,-2,32,0,·,1.9,·
COc1ccc(NC(=O)CC(C)n2ccnc2)cc1 (stereo not given),33,-6,20,-4,6,2.6,1
COc1nc(C)ccc1-c1noc(-c2ccccn2)n1,8,·,·,?,-5,-0.2,19
c1ccc(-c2nc(NCCCN3CCOCC3)c3ccccc3n2)cc1,-5,3,-7,·,·,·,-3
C[C@H]1CCCCO[C@@H](CN(C)S(=O)(=O)c2ccc(Cl)cc2)[C@@H](C)CN([C@@H](C)CO)C(=O)c2cc(NC(=O)NC3CCCCC3)ccc2O1,-4,·,58,-7,6,-7.4,-10[16.7 µM]
CCCNC(=O)C[C@H]1CC[C@H]2[C@@H](COc3ccc(NC(=O)c4ccc5c(c4)OCO5)cc3C(=O)N2C)O1,6,-2,-23,-12,-6,-0.8,5[16.7 µM]
O=C1c2cc3ccccc3c(-c3ccccc3)c2C(=O)N1c1ccccn1,-1,4,-6,·,·,·,·
O=C(NNC(=O)c1ccncc1)Nc1ccc(Br)cc1,-9,2,-57,?,-33,3.6,2
C/C(N)=C(/C#N)C(=O)COc1ncnc2ccc(Br)cc12,·,0,-5,·,·,·,2
CC1CCCN(C(=O)COC(=O)Cc2c(F)cccc2Cl)C1 (stereo not given),3,-18,-32,-5,-13,-0.8,·
C[C@@H]1CCCCO[C@@H](CN(C)S(=O)(=O)c2cccs2)[C@@H](C)CN([C@@H](C)CO)C(=O)c2cc(NS(=O)(=O)c3ccc(F)cc3)ccc2O1,16,3,32,-8,0,-0.5,4[16.7 µM]
CC12CCC3c4ccc(O)cc4CCC3C1CC(=NO)C2O (stereo not given),3,-2,-5,-6,0,-0.4,8
C[C@@H]1CN([C@@H](C)CO)C(=O)Cc2cc(NC(=O)Nc3ccc(F)cc3)ccc2O[C@H]1CN(C)S(=O)(=O)c1ccc(F)cc1,4,·,·,0,2,-0.1,-7[16.7 µM]
